S3 lipid droplet: qHTS Assay for Lipid Storage Modulators in Drosophila S3 Cells | Drosophila S3 cells, BODIPY lipid droplet fluorescence, 18-24 h; cells fed with added oleic acid | lipid storage change, negative = inhibition, % at the top dose, mostly 46.1 µM; hits show Potency in µM | actives 0.64% (n = 320,000); active = well fitted inhibition curve with a large enough effect in the signal ratio, with a control signal flat, not every such curve was filed as active; inconclusive = small, poorly fitted or top-dose-only effect, or effect the other way, or a change in a side signal; the % refers to the signal ratio
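Drosophila S3 cells got compounds at several concentrations plus oleic acid (400 uM solution). Laser-scanning cytometry with 488 nm excitation read lipid droplets at 500-530 nm and cells at 575-640 nm. Percent activity was relative to 20 uM Triacsin C.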
S3 lipid droplet cell count max: second read-out of S3 lipid droplet, no call of its own (marks repeat the call); cell number change, %; measured here: cell count max response;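 cells counted by Cell Tracker Red CMTPX staining in the red channel; peak over a dose series mostly up to 46.1 µM; percent activity relative to internal control wells on each plate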
* marks the source's active call; other numbers are inactive results; i = inactive; ? = inconclusive; nt = not tested or not shown. % is set by controls: 0 for no effect and ±100 for the full control effect; potency is the fitted concentration of half-maximal effect. These rows are one share of the data; count on the stated rates, not on these rows.

Start of the data: the first 2 entries, to show the layout:
SMILES	S3 lipid droplet	S3 lipid droplet cell count max
CC1(C)CC(=O)C(C=NCCN2CCN(C3CC(=O)N(c4cccc(Br)c4)C3=O)CC2)=C(O)C1 (stereo not given)	?	nt
CCc1cccc(C)c1NC(=O)C1CC=CCC1C(=O)O (stereo not given)	20%	15

This part in full, from the first entry:
SMILES	S3 lipid droplet	S3 lipid droplet cell count max
CC1(C)CC(=O)C(C=NCCN2CCN(C3CC(=O)N(c4cccc(Br)c4)C3=O)CC2)=C(O)C1 (stereo not given)	?	nt
CCc1cccc(C)c1NC(=O)C1CC=CCC1C(=O)O (stereo not given)	20%	15
CC(O)CCC(=O)NNC(=S)Nc1ccccc1 (stereo not given)	9%	-8
CCn1c(/C(C#N)=N/O)nc2ccccc21	?	nt
O=C(C1CCN(S(=O)(=O)c2ccc(Br)s2)CC1)N1CCN(c2ccccc2)CC1	?	nt
Cn1cc(Cl)c(C(=O)OCC(=O)Nc2ccc(S(N)(=O)=O)cc2)n1	-1%	1
NC(=O)NC(Cc1ccccc1)C(=O)NCCCSc1ccccc1 (stereo not given)	?	nt
O=C(Nc1ccc(O)cc1)c1ccc2c(c1)C(=O)N(N1C(=O)c3ccccc3C1=O)C2=O	?	nt
c1nc(NCCN2CCOCC2)c2sc3nc(N4CCOCC4)c4c(c3c2n1)CCC4	?	nt
NS(=O)(=O)c1ccc(NC(=S)NC2CCCCCC2)cc1	-2%	1
CCOC(=O)c1c(C)[nH]c(C)c1C(=O)COC(=O)/C=C/c1ccc(OC(F)F)cc1	?	nt
O=C(C1CCCN(Cc2ccncc2)C1)N1CCc2ccccc2C1 (stereo not given)	12%	8
O=C(O)CCCCCNC(=O)c1ccncc1	?	nt
O=C(CN(Cc1ccccc1F)S(=O)(=O)c1ccc(Cl)cc1)NCCCO	?	nt
CCOC(=O)c1cnc(-c2ccccc2)nc1N(C)C	?	nt
O=C1CCN(Cc2ccccc2)CCN1CCOc1ccccc1	?	nt
NC(CC(=O)O)c1cccc(OCc2ccccc2)c1 (stereo not given)	0%	5
Cc1ccc(C(=O)C(C)OC(=O)c2ccccc2[N+](=O)[O-])cc1 (stereo not given)	?	nt
CCOc1ccc(OCCC(=O)OCC(=O)NC2CCCCC2)cc1	?	nt
Cc1ccc(C(=O)CSc2nc(-c3ccccc3)ccc2C#N)cc1	?	nt

An excerpt from above in order of length of the SMILES, smallest number first:
SMILES	S3 lipid droplet	S3 lipid droplet cell count max
O=C(O)CCCCCNC(=O)c1ccncc1	?	nt
NC(CC(=O)O)c1cccc(OCc2ccccc2)c1 (stereo not given)	0%	5
CCOC(=O)c1cnc(-c2ccccc2)nc1N(C)C	?	nt
CCOc1ccc(OCCC(=O)OCC(=O)NC2CCCCC2)cc1	?	nt
Cc1ccc(C(=O)CSc2nc(-c3ccccc3)ccc2C#N)cc1	?	nt
CCOC(=O)c1c(C)[nH]c(C)c1C(=O)COC(=O)/C=C/c1ccc(OC(F)F)cc1	?	nt

(listing goes on)
SMILES	S3 lipid droplet	S3 lipid droplet cell count max
CN(C)c1ccc(C(=O)OCC(=O)N2CCCCCC2)cc1	?	nt
COc1ccc(/C=C/C(=O)c2ccc(C)c([N+](=O)[O-])c2)cc1O	?	nt
O=C(COC(=O)c1ccco1)NCc1ccc2c(c1)OCO2	?	nt
CCc1ccc2[nH]c(=O)c(CN(CCCO)C(=O)NCc3ccccc3)cc2c1	?	nt
CC1(OC(=O)CCc2ccccc2)C(=O)C=C2C=C(c3ccc(C#N)cc3)N(C(CO)CO)C=C2C1=O (stereo not given)	4%	8
O=C(c1ccccc1)c1cc2ccccc2oc1=O	?	nt
CSc1ccc(CNC(=O)C2Cc3cc(S(=O)(=O)N4CCCC4)ccc3N2C(C)=O)cc1 (stereo not given)	?	nt
NC(=O)CN1C(=O)C2C3C=CC(C3)C2C1=O (stereo not given)	-26%	nt
O=C(CN(c1ccccc1)S(=O)(=O)c1ccc(Cl)cc1)Nc1cccnc1	?	nt
Cc1c(=O)n(OCc2ccccn2)c2ccccc2[n+]1[O-]	?	nt

Reprinted at random: 3 records from the list
SMILES	S3 lipid droplet	S3 lipid droplet cell count max
CC1(C)CC(=O)C(C=NCCN2CCN(C3CC(=O)N(c4cccc(Br)c4)C3=O)CC2)=C(O)C1 (stereo not given)	?	nt
CCOC(=O)c1c(C)[nH]c(C)c1C(=O)COC(=O)/C=C/c1ccc(OC(F)F)cc1	?	nt
O=C(O)CCCCCNC(=O)c1ccncc1	?	nt

(list continues)
SMILES	S3 lipid droplet	S3 lipid droplet cell count max
COc1ccc(NC(=O)COc2ccc(-c3ccccc3)cc2)cc1	-12%	-19
CN(Cc1ccon1)C(=O)CC1C(=O)NCCN1Cc1cccc(F)c1F (stereo not given)	?	nt
Cc1nnc(N2C(=O)c3cccc4cccc(c34)C2=O)s1	?	nt
Cc1cc(C(=O)CN2C(=O)NC(c3ccccc3)(c3ccccc3)C2=O)c(C)n1Cc1ccccc1	-25%	nt
COC(=O)c1ccc(CSc2n[nH]c(C)n2)o1	?	nt
COc1ccc(-c2noc(COc3ccc(C)c(C)c3)n2)cc1OC	?	nt
C=C1CCN([C@H](C(=O)OCc2cccc(C)c2)C(C)C)S(=O)(=O)c2ccccc21	19%	7
Cc1nn(Cc2c(Cl)cccc2Cl)c(C)c1N	?	nt
CCc1ccc(OCC(=O)N(C)CCC#N)c(Br)c1	i	nt
Cc1cc(C)n(CC(O)COc2ccc(Cl)cc2)n1 (stereo not given)	?	nt
CCCCNC(=O)CSc1ccc(S(=O)(=O)N2CCOCC2)cn1	?	nt
COc1cccc(C2CC(c3cccs3)Nc3ncnn32)c1 (stereo not given)	i	nt
COc1ccccc1NC(=O)Cc1csc(NC(=S)Nc2ccc(C)cc2)n1	9%	-1
C/C(=N\N=C(N)N)c1ccc(Cl)c(Cl)c1	?	nt
CCn1c(-c2ccc3[nH]c(C)c(C)c3c2)n[nH]c1=S	?	nt
COc1ccccc1C(=O)COC(=O)CN1C(=O)C2CC=CCC2C1=O (stereo not given)	-6%	-3
O=C(COc1ccc(Cl)cc1)NCc1nnc(SCC(=O)N2CCCCC2)o1	0%	0
CCOC(CNC(=O)C(=O)Nc1cc2c3c(c1)CCC(=O)N3CCC2)OCC	?	nt
CCc1nc2ccccc2c(NC(=O)CN2CC(C)CC(C)C2)c1C (stereo not given)	?	nt
COc1ccccc1N1CC(C(=O)Nc2ccccc2N2CCCC2)CC1=O (stereo not given)	?	nt
Nc1nc(SCc2cccc([N+](=O)[O-])c2)n[nH]1	?	nt
COc1ccc(N2C(=O)NC(NS(=O)(=O)c3ccc(Cl)cc3)(C(F)(F)F)C2=O)cc1 (stereo not given)	i	-7
COC(=O)C1C(=O)c2c([nH]c(C(=O)OC3CCCC3C)c2C)CC1C (stereo not given)	?	nt
COc1ccc(/C=C/c2onc(C)c2S(=O)(=O)N2CCC(C(=O)N3CCCCCC3)CC2)cc1	?	nt
CN(c1ccc(C(=O)NCCSCc2ccccc2)cc1)S(=O)(=O)c1ccccc1	?	nt
O=Cc1cn(-c2ccccc2)nc1-c1cc2ccccc2oc1=O	?	nt
CCOc1ccccc1NC(=O)CSc1nc(=O)n(CCN2CCOCC2)c2c1CCCC2	?	nt
O=C(Cn1cnc2scc(-c3ccccc3)c2c1=O)N1CCOCC1	?	nt
O=C1c2ccccc2C(=O)N1CCCCN(C(=O)c1cc2ccccc2oc1=O)c1ccc(F)cc1F	?	nt
COc1ccccc1C(=O)NC(=O)CSc1nncn1C(C)C	26%	-2
CCCC[C@@H](CNC)NC[C@H](NCCCCC1CCCCC1)C(C)C	?	nt
CCCCn1c(N)c(N(CCOC)C(=O)C2CCN(C(=O)c3ccc(F)cc3)CC2)c(=O)[nH]c1=O	?	nt
Cc1cc(OCc2nc(-c3cccnc3)no2)c(C)cc1Br	i	nt
Cc1ccc(C(=O)COc2ccccc2C(=O)Nc2ccccc2)cc1	8%	-9
CCCNc1nc(C)nc2c1cnn2CCc1ccccc1	?	nt
COc1ccccc1N1CCN(c2nc(C)cc(C)c2C#N)CC1	17%	7
Cc1ccc(Cl)cc1N1C(=O)CC(C)(C)CC1=O	3%	3
COc1ccc(OC)c(NC2c3ccccc3C(=O)N2Cc2ccc3c(c2)OCO3)c1 (stereo not given)	?	nt
CCOC(=O)c1cc(C)n(-c2ccc(Cl)cc2)c1C	-1%	12
CCc1noc(C)c1C(=O)N1CCN(S(=O)(=O)c2ccc(C(C)C)cc2)CC1	i	nt
COc1ccccc1CC(=O)Nc1ccc(OC)c(OC)c1	i	nt
CCCc1nc2ccccc2c(=O)n1/N=C/c1ccc(O)cc1	?	nt
COc1cc(OC)cc(C(=O)N2CCN(S(=O)(=O)c3ccc(Cl)s3)CC2)c1	?	nt
O=C(Cc1ccc(Cl)c(Cl)c1)Nc1ccccc1N1CCCC1	i	17
O=C(c1c(Cl)cccc1Cl)N1CCN(c2cccc3[nH]ccc23)CC1	0%	22
CN(CC(=O)Nc1ccc([N+](=O)[O-])cc1Br)Cc1c(F)cccc1Cl	?	nt
COc1ccc(Cl)cc1-c1nc(SCC(N)=O)n[nH]1	11%	nt
O=C(N/C(=C\c1ccc([N+](=O)[O-])cc1)C(=O)N1CCCCC1)c1ccccc1Br	0%	18
COc1ccc2cc(C(=O)OC(C)C)sc(=O)c2c1OC	-20%	-12
COc1ccc(C2(C(=O)N3CCCC3)CCOCC2)cc1OC	?	nt

The list continues:
SMILES	S3 lipid droplet	S3 lipid droplet cell count max
CC1CCN(C(C)C(=O)Nc2ccccc2-c2ccccc2)CC1 (stereo not given)	1%	nt
COc1cccc(/C=N/NC(=O)C(=O)Nc2ccccc2OC(F)(F)C(F)F)c1O	i	-8
Cc1ccc(C)c(NC(=O)CCN2CCN(c3ccccc3F)CC2)c1	?	nt
CSCCC(N=C(NS(=O)(=O)c1ccccc1)c1ccccc1)C(=O)O (stereo not given)	?	nt
CCCNC(=O)c1cc(-c2ccc3c(c2)OCO3)on1	i	nt
COc1nnc(-c2ccccc2)s1	3%	11
Cc1cc(OCC(=O)O)c2cccc(C)c2n1	?	nt
COc1ccc(S(=O)(=O)Nc2ccccc2C)cc1	?	nt
Cc1ccc(Cl)cc1NC(=O)C1CCCN(c2cnccn2)C1 (stereo not given)	?	nt
COc1cc(/C=C/C(=O)Oc2coc(CSc3ncccn3)cc2=O)cc(OC)c1OC	1%	-7
COc1ccc(C2CCCN2C(=S)Nc2c(C)cccc2C)cc1OC (stereo not given)	-4%	-8
CCOC(=O)c1ccc(S(=O)(=O)NC2CC2)cc1	-12%	27
CCOc1ccc(S(=O)(=O)n2nnc3ccccc32)cc1C	?	nt
O=S1(=O)CCC(NC(=S)N2CCOCC2)C1 (stereo not given)	i	-12
Nc1nc(N2CCN(c3ccc(Cl)cc3)CC2)n[nH]1	15%	22
COc1cccc(CNC(=O)CCn2c(=O)c3cccn3c3cccnc32)c1	-26%	2
COc1cc(C)c(CN2CCSCC2)cc1C	?	nt
CCOc1ccc(NC(=S)NNc2ccnc3cc(Cl)ccc23)cc1	?	nt
O=C(N1CCCCC1)N1CCN(S(=O)(=O)c2ccc(Cl)cc2)CC1	-13%	-17
COc1ccc(NC(=O)c2csc3c2CCCC3)cc1	?	nt
O=C1c2ccccc2C(=O)N1Cc1cc(-c2ccccc2Cl)no1	-7%	-6
Cc1ccc(NC2=NC(c3ccc(F)cc3)n3c(nc(C)cc3=O)N2)cc1 (stereo not given)	?	nt
C/C(CC(=O)Nc1cccc2c1CCCC2)=N\NC(=O)c1cccc2ccccc12	?	nt
Cc1ccc(C)c(N2CCN(C(=O)c3csc4ccccc34)CC2)c1	i	-17
COC(=O)c1sc(NC(=O)C2c3ccccc3Oc3ccccc32)c(C(=O)OC)c1C	-1%	5
Cc1ccc(SCCNC(=O)/C=C/c2ccc(Cl)cc2)cc1	?	nt
CC(C)c1nc(SCC(=O)Nc2nccs2)c2ccccc2n1	?	nt
O=S(=O)(/C=C/c1ccccc1)NC1CCCCCC1	-18%	-5
CC(C)c1ccc(NC(=O)C[n+]2ccn(C3=C([O-])c4ccccc4C3=O)c2)cc1	?	nt
NNC(=O)c1snnc1-c1ccccc1	20%	7
CCOC(=O)C1CCN(C(=O)c2ccccc2NS(=O)(=O)c2ccc(F)cc2)CC1	?	nt
C=CCN1C(=O)c2ccc(C(=O)N(C)CC(=O)Nc3ccccc3Cl)cc2C1=O	?	nt
COc1cc(-c2nc3ccc4ccccc4c3c3c2CCC3)cc(OC)c1O	?	nt
O=C(NCC(=O)N(c1cccc(F)c1)C(C(=O)NC1CCCC1)c1ccncc1)c1ccco1 (stereo not given)	i	-6
Cc1cccc(Nc2nc(N)nc(CN3CCC(C(N)=O)CC3)n2)c1C	-17%	15
COc1ccc(C(=O)CN2CCN(c3ccc(F)cc3)CC2)cc1	?	nt
O=C(NCCCn1ccnc1)/C(=C\c1cccs1)NC(=O)c1cccs1	?	nt
N#CCCN(CCC#N)S(=O)(=O)c1ccc(C(=O)Nc2nnc(C3=COCCO3)o2)cc1	0%	-19
Cc1ccc(S(=O)(=O)N2Cc3ccccc3CC2C(=O)Nn2cnnc2)cc1 (stereo not given)	?	nt
N#CC1(c2ccccc2)CCCN1C(=O)c1ccc(Br)cc1 (stereo not given)	i	-17
CCOC(=O)c1sc2nc(C)nc(NCc3ccc(Cl)cc3)c2c1C	?	nt
O=C(Nc1ccnn1C1CCN(Cc2ccc(F)cc2)CC1)C1CC1	i	-13
